SARS 3CLpro inh = SARS-CoV 3CLpro protease inhibition; P0C6X7; recombinant SARS-CoV 3CLpro, quenched FRET peptide cleavage; inhibition, % at 6 µM; AID 1706; 290,000 compounds, 0.14% hits; in the data active means inhibition above about 12%
MazEF act = activators of E. coli MazEF toxin-antitoxin RNase; FAM/BHQ RNA-DNA oligo cleavage fluorescence, 5 h; activation, % at 20 µM; 350,000 compounds, 0.32% hits; AID 504720; in the data active means activation above about 50%
Target sequence (P0AE70 whole entry, looked up): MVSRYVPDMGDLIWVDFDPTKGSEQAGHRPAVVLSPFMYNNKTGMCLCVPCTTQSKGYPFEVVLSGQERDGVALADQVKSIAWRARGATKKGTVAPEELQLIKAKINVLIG
SSB-PriA inh = K. pneumoniae PriA-SSBct interaction inhibition | AlphaScreen SSBct-PriA binding, biotinylated peptide | inhibition, % at 33 µM | 430,000 compounds, 0.6% hits | AID 1272365; in the data active means inhibition mostly above about 37%, no sharp cut-off; inactive means mostly below about 20%;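 further: plate controls were negative control peptide for no effect and reference peptide for full effect; strong numbers were not always called active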
BoNT-F LC inh = blocks Botulinum neurotoxin F light chain protease; inhibition, % at 10 µM; Multiplex microsphere protease cleavage assay, flow cytometry; 360,000 compounds, 0.22% hits; in the data active means inhibition above about 35%, passing the limit was not always enough; inconclusive means no clear call, values can overlap the other calls; further: plate controls were buffer without enzyme for full effect and enzyme alone for no effect
BoNT-A LC inh2 = blocks Botulinum neurotoxin A light chain protease; multiplex microsphere protease substrate cleavage, flow cytometry; inhibition, % at 10 µM; 360,000 compounds, 0.17% hits; further: plate controls were buffer without enzyme for full effect and enzyme alone for no effect
CCHFV vOTU inh = CCHFV vOTU protease inhibition | 370,000 compounds, 0.55% hits | Pep-AMC fluorescence | AID 651958 | inhibition, % at 11.5 µM; in the data active means inhibition above about 30%; further: 0% = vehicle wells with enzyme and 100% = no enzyme wells
Anthrax LF inh2 = blocks Bacillus anthracis lethal factor protease. P15917. multiplex microsphere protease cleavage assay, LF. inhibition, % at 10 µM. 360,000 compounds, 0.12% hits. AID 588501; further: plate controls were buffer without enzyme for full effect and enzyme alone for no effect
Target sequence (P15917 whole entry, looked up): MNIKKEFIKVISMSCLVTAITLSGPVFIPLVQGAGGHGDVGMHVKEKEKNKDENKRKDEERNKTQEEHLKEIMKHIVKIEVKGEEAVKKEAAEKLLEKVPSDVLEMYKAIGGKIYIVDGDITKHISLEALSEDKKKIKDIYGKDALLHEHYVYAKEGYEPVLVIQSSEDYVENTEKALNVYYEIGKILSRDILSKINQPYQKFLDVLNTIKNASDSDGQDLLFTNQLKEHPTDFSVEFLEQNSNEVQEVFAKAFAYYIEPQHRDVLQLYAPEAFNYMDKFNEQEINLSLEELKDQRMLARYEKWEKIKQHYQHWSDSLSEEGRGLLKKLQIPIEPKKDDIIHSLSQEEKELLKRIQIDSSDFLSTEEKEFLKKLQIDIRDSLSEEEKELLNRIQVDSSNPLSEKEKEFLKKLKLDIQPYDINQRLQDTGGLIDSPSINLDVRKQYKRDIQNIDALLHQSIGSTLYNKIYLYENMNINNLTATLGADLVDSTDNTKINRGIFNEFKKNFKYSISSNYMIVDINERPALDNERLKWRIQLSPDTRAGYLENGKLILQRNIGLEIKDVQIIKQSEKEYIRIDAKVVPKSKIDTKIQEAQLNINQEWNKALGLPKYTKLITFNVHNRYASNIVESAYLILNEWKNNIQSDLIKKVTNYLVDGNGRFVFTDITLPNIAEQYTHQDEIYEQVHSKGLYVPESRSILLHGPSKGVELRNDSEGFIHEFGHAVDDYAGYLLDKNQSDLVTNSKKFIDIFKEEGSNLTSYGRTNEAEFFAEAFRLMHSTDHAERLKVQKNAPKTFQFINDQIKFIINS
Rv3671c inh = inhibits the M. tuberculosis serine protease Rv3671c; inhibition, % at 5.96 µM; 320,000 compounds, 0.048% hits; AID 2606; in the data active means inhibition above about 38%;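 further: extracellular domain of Rv3671c used as enzyme; 0% = enzyme with DMSO and 100% = no enzyme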
PrPC TRFRET = inhibitors of human cell surface prion protein PrPC. inhibition, % at 13.8 µM. 370,000 compounds, 0.43% hits. P04156. AID 720596. TR-FRET read-out; in the data active means inhibition above about 24%; further: 0% = median of the test wells and 100% = reference compound wells
DUSP3 inh = DUSP3 (human) phosphatase inhibition; P51452; recombinant VHR phosphatase, pNPP absorbance; inhibition, % at 13.3 µM; 290,000 compounds, 0.52% hits; AID 1654; in the data active means inhibition above about 50%; further: some compounds called inactive have numbers as strong as hits
Target sequence (P51452 whole entry, looked up): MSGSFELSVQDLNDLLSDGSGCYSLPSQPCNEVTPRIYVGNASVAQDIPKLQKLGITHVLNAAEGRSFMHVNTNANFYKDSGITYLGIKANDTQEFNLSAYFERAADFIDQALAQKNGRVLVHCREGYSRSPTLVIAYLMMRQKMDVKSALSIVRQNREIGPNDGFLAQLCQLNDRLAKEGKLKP
An asterisk follows results filed as active; & = joins results of further samples. Unless noted, no stated cut-off is given here; in the data, active means inhibition above about 30%; inconclusive means no clear call, values can overlap the other calls; inactive means below that.

For CC(=O)N1CCc2cc(S(=O)(=O)NC(CC(C)C)C(=O)Nc3cc(C)ccn3)ccc21 (centres undefined) the results were SARS 3CLpro inh -4, MazEF act 2, SSB-PriA inh -1, BoNT-F LC inh inconclusive, BoNT-A LC inh2 0.2, CCHFV vOTU inh -1, Anthrax LF inh2 -5, Rv3671c inh 6, PrPC TRFRET -5 and DUSP3 inh -4.
Screening CNC(=O)c1cc(S(=O)(=O)Nc2ccc(C)cc2C)ccc1C returned SARS 3CLpro inh -1, MazEF act 2, SSB-PriA inh -7, BoNT-F LC inh 0, BoNT-A LC inh2 -0.2, CCHFV vOTU inh 5, Anthrax LF inh2 1, Rv3671c inh 3, PrPC TRFRET 2 and DUSP3 inh 2.
CC(=O)Nc1ccc(N(C)S(C)(=O)=O)cc1 was read as SARS 3CLpro inh -3, MazEF act 4, SSB-PriA inh -6, BoNT-F LC inh -1, BoNT-A LC inh2 -0.9, CCHFV vOTU inh -3, Anthrax LF inh2 7, Rv3671c inh 7, PrPC TRFRET 0 and DUSP3 inh 37.
`CC(=O)N1CCN(CC(=O)c2ccc(Br)cc2)CC1` gave SARS 3CLpro inh 1, MazEF act -8, SSB-PriA inh 6, BoNT-F LC inh -1, BoNT-A LC inh2 -0.3, CCHFV vOTU inh -8, Anthrax LF inh2 -4, Rv3671c inh -1, PrPC TRFRET 0 and DUSP3 inh -10.
OC(Cc1ccccc1)(c1ccccc1)C1CN2CCC1CC2 (centres undefined) was read as SARS 3CLpro inh 3, MazEF act 8, SSB-PriA inh -15, BoNT-F LC inh -6, BoNT-A LC inh2 -0.1, CCHFV vOTU inh 0, Anthrax LF inh2 -1, Rv3671c inh -7, PrPC TRFRET -11 and DUSP3 inh 25.
For NC(=O)c1ccc(NC(=O)C2CCCC2)cc1 the results were SARS 3CLpro inh -1, MazEF act 4, SSB-PriA inh -2, BoNT-F LC inh inconclusive, BoNT-A LC inh2 -1.1, CCHFV vOTU inh -8, Anthrax LF inh2 12, Rv3671c inh -29, PrPC TRFRET 4 and DUSP3 inh 38.
`Cc1cc(C)n(-c2nc(NCCO)c3c4c(sc3n2)CCCC4)n1` gave SARS 3CLpro inh 1, MazEF act 0, SSB-PriA inh -4, BoNT-F LC inh 2, BoNT-A LC inh2 -0.1, CCHFV vOTU inh 4, Anthrax LF inh2 0, Rv3671c inh -6, PrPC TRFRET -7 and DUSP3 inh 3.
Screening COc1cc(/C=N/n2nnnc2N)ccc1O returned SARS 3CLpro inh -5, MazEF act 4, BoNT-F LC inh -9, BoNT-A LC inh2 -3.4, CCHFV vOTU inh -1, Anthrax LF inh2 -5, Rv3671c inh 0, PrPC TRFRET -4 and DUSP3 inh 30.
Screening CC(=O)N[C@H]1[C@H](OCc2ccccc2F)O[C@H](COC(C)=O)[C@@H](OC(C)=O)[C@@H]1OC(C)=O returned SARS 3CLpro inh -3, MazEF act 8, SSB-PriA inh -9, BoNT-F LC inh -10, BoNT-A LC inh2 -1.7, CCHFV vOTU inh -6, Anthrax LF inh2 -4, Rv3671c inh 5, PrPC TRFRET -1 and DUSP3 inh 18.
CCCC(=O)C1=C(N(C)c2ccccc2)CC(C)(C)C(C(=O)OC)C1=O (centres undefined) was read as SARS 3CLpro inh 4, MazEF act 9, SSB-PriA inh -6, BoNT-F LC inh -39, BoNT-A LC inh2 -0.8, CCHFV vOTU inh 2, Anthrax LF inh2 -3, Rv3671c inh 0, PrPC TRFRET 15 and DUSP3 inh -9.
Cc1cccc(N2CCN(C(=O)Cn3nc(C)n4cccc4c3=O)CC2C)c1 (centres undefined) was read as SARS 3CLpro inh -4, MazEF act 9, SSB-PriA inh 1, BoNT-F LC inh 6, BoNT-A LC inh2 0.6, CCHFV vOTU inh -1, Anthrax LF inh2 -2, Rv3671c inh 1, PrPC TRFRET -4 and DUSP3 inh 9.
`CCCCNC(=O)C1(C)CCCCN1C(=O)c1cncc(Br)c1` (centres undefined) gave BoNT-F LC inh -3, BoNT-A LC inh2 -0.4, CCHFV vOTU inh -1, Anthrax LF inh2 -4 and PrPC TRFRET -4.
Screening COc1ccc(NC(=O)Nc2c[nH]c(=O)[nH]c2=O)cc1 returned SARS 3CLpro inh -2, MazEF act 5, SSB-PriA inh -3, BoNT-F LC inh -9, BoNT-A LC inh2 0.6, CCHFV vOTU inh -6, Anthrax LF inh2 -6, Rv3671c inh -17, PrPC TRFRET 7 and DUSP3 inh 2.
For c1ccc([C@@H]2CO2)cc1 the results were MazEF act 11, SSB-PriA inh -3, BoNT-F LC inh -9, BoNT-A LC inh2 -0.1, Anthrax LF inh2 -2 and Rv3671c inh 9.
For CC(C)c1ccc(OCC(=O)NNC(=S)NC(=O)c2ccco2)c(Br)c1 the results were SARS 3CLpro inh 2, MazEF act -2, SSB-PriA inh 2, BoNT-F LC inh -6, BoNT-A LC inh2 0.4, CCHFV vOTU inh -1, Anthrax LF inh2 -1, Rv3671c inh 2, PrPC TRFRET 1 and DUSP3 inh 14.
COc1cccc(S(=O)(=O)NCc2ccc(C(=O)NCc3ccccn3)cc2)c1 was read as SARS 3CLpro inh -2, MazEF act 3, SSB-PriA inh 2&-5, BoNT-F LC inh 1, BoNT-A LC inh2 0.2, CCHFV vOTU inh -7, Anthrax LF inh2 0, PrPC TRFRET -2 and DUSP3 inh 26.
Screening Cc1cc(C(=O)NN=Cc2c(C)[nH]c3ccccc23)c(C)o1 returned MazEF act 13, SSB-PriA inh 1, BoNT-F LC inh -13, BoNT-A LC inh2 -3.8, CCHFV vOTU inh 4, Anthrax LF inh2 -6, Rv3671c inh 7 and PrPC TRFRET -5.
For COC(=O)C1=C(c2ccc(OCc3ccccc3)cc2)C[C@@H]2CC[C@H]1N2C(=O)NCCN1CCOCC1 the results were MazEF act -10, SSB-PriA inh -4, BoNT-F LC inh -1, BoNT-A LC inh2 0.7, CCHFV vOTU inh -1, Anthrax LF inh2 6, Rv3671c inh -4 and PrPC TRFRET -5.
Cc1cccc(CSC2=NCCN2C(=O)c2ccc(S(=O)(=O)N(C)C)cc2)c1 was read as SARS 3CLpro inh 2, MazEF act 1, SSB-PriA inh 3, BoNT-F LC inh -2, BoNT-A LC inh2 0.2, CCHFV vOTU inh 12, Anthrax LF inh2 0, Rv3671c inh 6, PrPC TRFRET -3 and DUSP3 inh 22.
Screening CN1C(CC(=O)Nc2ccc(Br)cc2)c2ccccc2CC1(C)C (centres undefined) returned SARS 3CLpro inh 0, MazEF act 1, SSB-PriA inh -1, BoNT-F LC inh -2, BoNT-A LC inh2 -0.3, CCHFV vOTU inh 6, Anthrax LF inh2 0, Rv3671c inh 3, PrPC TRFRET 6 and DUSP3 inh -19.
`COCCCC1CCN(Cc2nc(-c3ccccc3)no2)CC1` gave SARS 3CLpro inh -4, MazEF act -3, SSB-PriA inh -7, BoNT-F LC inh -4, BoNT-A LC inh2 0.6, CCHFV vOTU inh -15, Anthrax LF inh2 0, Rv3671c inh -13, PrPC TRFRET 0 and DUSP3 inh 16.
Screening O=C(COc1ccc2c(-c3ccccc3)cc(=O)oc2c1)NCc1ccccn1 returned SARS 3CLpro inh 0, MazEF act 2, SSB-PriA inh -1, BoNT-F LC inh -10, BoNT-A LC inh2 -0.7, CCHFV vOTU inh 5, Anthrax LF inh2 -7, Rv3671c inh -11, PrPC TRFRET -10 and DUSP3 inh 8.
`O=C1C2C3C=CC(C3)C2C(=O)N1c1ccc2ccccc2c1` (centres undefined) gave SARS 3CLpro inh 2, MazEF act 3, SSB-PriA inh -15, BoNT-F LC inh inconclusive, BoNT-A LC inh2 -7.4, CCHFV vOTU inh -17, Anthrax LF inh2 -14, Rv3671c inh -8, PrPC TRFRET 4 and DUSP3 inh 39.
Screening CC(C)CN(C(=O)COC(=O)c1ccc(C#N)cc1)C1CCS(=O)(=O)C1 (centres undefined) returned MazEF act 5, SSB-PriA inh 2, BoNT-F LC inh 0, BoNT-A LC inh2 0.2, CCHFV vOTU inh 6, Anthrax LF inh2 -4, Rv3671c inh 2 and PrPC TRFRET 7.
`Cc1ccc(-c2nnn(CC(=O)N(CC3CCCO3)C(C(=O)NC3CCCCC3)c3ccc(F)cc3)n2)o1` (centres undefined) gave SARS 3CLpro inh 4, MazEF act 2, SSB-PriA inh -5, BoNT-F LC inh 4, BoNT-A LC inh2 -0.2, CCHFV vOTU inh -10, Anthrax LF inh2 -1, Rv3671c inh 2, PrPC TRFRET -5 and DUSP3 inh 6.
`Nc1nccc(SCc2ccc(Cl)cc2Cl)n1` gave MazEF act 0, SSB-PriA inh -9, BoNT-F LC inh 1, BoNT-A LC inh2 -0.8, CCHFV vOTU inh -7, Anthrax LF inh2 -9 and PrPC TRFRET 4.
Screening Cc1cccc(NC(=O)c2ccc([N+](=O)[O-])s2)n1 returned SARS 3CLpro inh 3, MazEF act -1, SSB-PriA inh 22&9, BoNT-F LC inh 8, BoNT-A LC inh2 1.8, CCHFV vOTU inh 16, Anthrax LF inh2 -1, Rv3671c inh -4, PrPC TRFRET -43 and DUSP3 inh 3.
Screening COc1ccc(NC(=O)COC(=O)CCNC(=O)c2ccco2)cc1Cl returned MazEF act 0, SSB-PriA inh -10, BoNT-F LC inh -6, BoNT-A LC inh2 -2.2, CCHFV vOTU inh 1, Anthrax LF inh2 2, Rv3671c inh 1 and PrPC TRFRET -2.
`COc1ccccc1C1=NOC(Cn2c(NCCCO)nc3c2c(=O)n(C)c(=O)n3C)C1` (centres undefined) gave SARS 3CLpro inh 1, MazEF act -6, SSB-PriA inh 8, CCHFV vOTU inh -4, Rv3671c inh 5, PrPC TRFRET 4 and DUSP3 inh 5.
CC(C)(C)n1nnnc1C(c1cccc(C#N)c1)N1CCCc2ccccc21 (centres undefined) was read as SARS 3CLpro inh 2, MazEF act 3, SSB-PriA inh 3, BoNT-F LC inh -20, BoNT-A LC inh2 -3.0, CCHFV vOTU inh -6, Anthrax LF inh2 -10, Rv3671c inh -3, PrPC TRFRET 4 and DUSP3 inh 18.
`O=C(CCN1C(=O)/C(=C/c2ccccc2F)SC1=S)NCCCN1CCOCC1` gave SARS 3CLpro inh 7, MazEF act 5, SSB-PriA inh 13, BoNT-F LC inh -2, BoNT-A LC inh2 -2.8, CCHFV vOTU inh -14, Anthrax LF inh2 -4, Rv3671c inh -15, PrPC TRFRET 4 and DUSP3 inh 12.
CN1CCN(Cc2cc(COCc3ccccc3)c3cccnc3c2O)CC1 was read as SARS 3CLpro inh 2, MazEF act 9, SSB-PriA inh 76, BoNT-F LC inh -68, BoNT-A LC inh2 -0.7, CCHFV vOTU inh -17, Anthrax LF inh2 -6, Rv3671c inh 8, PrPC TRFRET 1 and DUSP3 inh 8.
For CN(C)/C=N/c1nc(-c2ccc3ccccc3c2)cs1 the results were SARS 3CLpro inh 2, MazEF act 3, BoNT-F LC inh 2, BoNT-A LC inh2 -3.9, CCHFV vOTU inh -4, Anthrax LF inh2 -4, Rv3671c inh 7 and PrPC TRFRET -1.
Screening Cc1ccc(C(=O)COc2ccccc2-c2ccccc2)cc1 returned SARS 3CLpro inh 7, MazEF act -9, SSB-PriA inh -77, BoNT-F LC inh -7, BoNT-A LC inh2 0.4, CCHFV vOTU inh -1, Anthrax LF inh2 0, Rv3671c inh -16, PrPC TRFRET 0 and DUSP3 inh 16.
Screening CC(=O)Nc1ccc(SCC(=O)Nc2ccccc2Oc2ccccc2)cc1 returned SARS 3CLpro inh 2, MazEF act 2, SSB-PriA inh 2, BoNT-F LC inh -8, BoNT-A LC inh2 -0.5, CCHFV vOTU inh -1, Anthrax LF inh2 -3, Rv3671c inh -2, PrPC TRFRET 3 and DUSP3 inh 21.

Looked up by compound from the list above, two records:
For CN(C)/C=N/c1nc(-c2ccc3ccccc3c2)cs1 the results were SARS 3CLpro inh 2, MazEF act 3, BoNT-F LC inh 2, BoNT-A LC inh2 -3.9, CCHFV vOTU inh -4, Anthrax LF inh2 -4, Rv3671c inh 7 and PrPC TRFRET -1.
Screening CC(=O)Nc1ccc(SCC(=O)Nc2ccccc2Oc2ccccc2)cc1 returned SARS 3CLpro inh 2, MazEF act 2, SSB-PriA inh 2, BoNT-F LC inh -8, BoNT-A LC inh2 -0.5, CCHFV vOTU inh -1, Anthrax LF inh2 -3, Rv3671c inh -2, PrPC TRFRET 3 and DUSP3 inh 21.

Not all compounds are listed; rates above refer to the full screens.
